Screening data (PubChem)
Nrf2 activator – activates Nrf2 signaling; AREc32 ARE-luciferase reporter (MCF7-derived line), luminescence, 24 h; Potency, µM (top dose mostly 46.1 µM), without a hit: at the highest dose activation, most hits filed as activators; actives 0.31% (n = 410,000); AID 624171; also: potency is read from the fitted curve at half-maximal effect; % of control where 0% means no effect; nearly all actives have a fitted effect of over 65% in size
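Cells of the AREc32 ARE-luciferase line are plated in OPTI-MEM containing 5% FBS and left overnight at 37 deg C. Compounds are pinned in, incubation continues 24 hr, and firefly luciferase signal is then measured.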
MCF10A rereplic – DNA re-replication induction in MCF 10a cells | MCF 10A DNA re-replication, Hoechst nuclear intensity, 48 h | Potency, µM (series often up to 46.1 µM), for the others: at the top dose activity, positive = re-replication, actives largely listed as activators | actives 2.9% (n = 350,000) | AID 624296; also: potency is read from the fitted curve at half-maximal effect; % of control where 0% means no effect; nearly all actives have a fitted effect of over 50% in size
ATXN2 expr inh – reduces ATXN2 reporter expression in HEK-293 cells; HEK-293 ATXN2-luciferase reporter, luminescence, 24 h; Potency, µM (top dose mostly 57 µM), for inactives: at the top dose activity change, negative = inhibition, most hits filed as inhibitors; actives 0.72% (n = 360,000); also: potency is read from the fitted curve at half-maximal effect; % is scaled to controls: 0 for no effect and ±100 for the full control effect; nearly all actives have a fitted effect of over 55% in size
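qHTS (up to 57 uM final) was run with 24 h compound exposure of reporter cells at 37 °C. Each well was multiplexed: SteadyGlo luminescence measured ATXN2-luciferase expression after a fluorogenic Gly-Phe-AFC viability readout (25 uM final).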
IL-1B inflam inh – blocks inflammasome-driven IL-1 beta release; THP-1 LPS/ATP IL-1B secretion, AlphaLISA, 16 h; hits give low values; activity change, % at 57.5 µM; actives 4.7% (n = 360,000); AID 743279; in the data active = activity change below about -50%; inconclusive = mostly about -30% to -49%; also: % is scaled to controls: 0 for no effect and ±100 for the full control effect
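Secreted IL-1B measured by AlphaLISA bead assay after 16 h compound exposure of THP-1 cells; compounds (final up to 57.5 uM) added 1 h before LPS (250 ng/mL) and ATP (1.25 mM) stimulation; lower signal means less secretion.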
Nrf2 block – inhibitors of Nrf2 signaling. A549 ARE-Fluc reporter, luciferase luminescence, 18-24 h. Potency, µM (highest dose often 46 µM), for inactives: top-dose activity change, negative = inhibition, actives largely listed as inhibitors. actives 2.1% (n = 360,000). AID 504444; also: potency is read from the fitted curve at half-maximal effect; % is scaled to controls: 0 for no effect and ±100 for the full control effect; nearly all actives have a fitted effect of over 60% in size
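Concentration-response testing used A549 ARE_Fluc cells at 5000 cells/well. Following an 18-24 h compound incubation, viability was read by fluorescence (Ex 405/Em 525) and luciferase output by luminescence.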
S2 tox – cell viability loss in ATXN counter-screen | S2 cells (HEK-293 line with an ATXN2-luciferase reporter) viability, CellTiter-Fluor protease fluorescence, 24 h | Potency, µM (titrated, usually from 56.7 µM), actives largely listed as cytotoxic | actives 0.49% (n = 400,000) | AID 651635; also: potency is read from the fitted curve at half-maximal effect; nearly all actives have a fitted effect of over 40% in size
TGFb inhibitor – blocks TGF-b signaling; HepG2 CAGA-GFP TGF-b/SMAD3 reporter, GFP fluorescence, 18 h; TGF-beta stimulated, 500 pg/mL final; Potency, µM (titrated, usually from 46.1 µM), for the others: at the top dose activity, negative = inhibition, usual class: inhibitors; actives 1.2% (n = 410,000); AID 588855; also: potency is read from the fitted curve at half-maximal effect; % is scaled to controls: 0 for no effect and ±100 for the full control effect; nearly all actives have a fitted effect of over 65% in size
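GFP signal (ex488/em500-530) from TGF-beta-stimulated HEPG2 CAGA-GFP cells, 500 pg/mL final, 18 h at 37 degrees C in DMEM plus 1% FBS, normalized to unstimulated and DMSO-stimulated controls.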
HepG2 tox – counter-screen for TGF-b inhibitors: cytotoxicity in HepG2 cells. HepG2 CAGA-GFP viability, ATP luminescence, 18 h. Potency, µM (doses to about 46.1 µM), without a hit: at the highest dose activity change, negative = cytotoxicity, most hits filed as cytotoxic. actives 0.76% (n = 410,000); also: potency is read from the fitted curve at half-maximal effect; some results filed as inactive show a strong effect at the top dose
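CellTiter-Glo luminescence gave cytotoxicity after 18 hours at 37 degrees C. The cells were HepG2 CAGA-GFP in 1% FBS DMEM, stimulated with 500 pg/mL TGF-beta after compound addition. %Activity was normalised to no-cell wells (complete cell-killing) and DMSO (no toxicity), and curves were fitted and classified.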
A549 tox – counter-screen for Nrf2 inhibitors: cytotoxicity in A549 cells; A549 ARE-Fluc cells, CellTiter-Fluor viability, 18-24 h; Potency, µM (highest dose often 46 µM), without a hit: top-dose activity change, negative = cytotoxicity, most hits filed as inhibitors; actives 0.16% (n = 390,000); AID 504648; also: potency is read from the fitted curve at half-maximal effect; % is scaled to controls: 0 for no effect and ±100 for the full control effect
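A549 ARE_Fluc cells in 5% FBS OPTI-MEM were exposed to compounds in concentration-response for 18-24 h at 37 deg C. Viability was read by CellTiter-Fluor fluorescence (Ex 405/Em 525) after 30 min, before the luciferase read.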
* marks the source's active call; other numbers are inactive results; i = inactive; ? = inconclusive; nt = no result given; [ ] = another dose, or the depositor's remark. Unless noted, calls follow the shape of the dose curve; as a rule, active = well fitted curve in the direction sought with a large enough effect; inconclusive = small, poorly fitted or top-dose-only effect, or another doubt; inactive = no such curve, though single readings can be large; an effect the other way counts as inactive or inconclusive.

SMILES	Nrf2 activator	MCF10A rereplic	ATXN2 expr inh	IL-1B inflam inh	Nrf2 block	S2 tox	TGFb inhibitor	HepG2 tox	A549 tox
CCCCNc1nc(Oc2ccc(=O)n(C)n2)nc(N2CCOCC2)n1	8.5%	nt	28%	nt	-3%	i	19%	-8%	5%
CCCS(=O)(=O)c1nc(S(=O)(=O)c2ccc(C)cc2)c(N2CCC(O)CC2)s1	?	0%	1%	-15	-6%	i	19%	-35%	-11%
Cn1c(=O)oc2cc(S(=O)(=O)NCCN3CCc4ccccc4C3)ccc21	0.4%	1%	-6%	-14	-21%	i	6%	1%	5%
COc1cccc(N(CC(=O)N2CCN(Cc3ccccc3)CC2)S(C)(=O)=O)c1	0.0%	nt	nt	7	nt	?	5%	-3%	nt
COc1cccc(NC(=O)CN(C)CC(=O)NCc2ccco2)c1	0.0%	-3%	10%	1	7%	i	1%	-19%	5%
Cc1ccccc1N1CCN(C2CCCN(C(=O)CCN3CCCCC3=O)C2)CC1 (stereo unspecified)	-0.3%	1%	-2%	12	0%	i	3%	-1%	0%
Cc1cccnc1NC(=O)c1ccc(S(=O)(=O)N2CC(C)OC(C)C2)cc1 (stereo unspecified)	-0.3%	-22%	-1%	-24	3%	i	-5%	-17%	3%
C=CCOc1ccc(CNc2nn[nH]n2)cc1	0.3%	0%	2%	-13	6%	i	0%	8%	-2%
Cc1cccc(Nc2ncc3c(n2)CC(c2ccco2)CC3=O)c1 (stereo unspecified)	2.6%	14%	-17%	?	-20%	i	-20%	-6%	-10%
CC1CC(C)(C)CC2(C1)NC(=S)N(c1ccccc1)N2 (stereo unspecified)	4.2%	6%	-12%	12	nt	?	4%	-1%	0%
CC1CN(C(=O)CS(=O)(=O)Cc2ccc(Cl)cc2)CC(C)O1 (stereo unspecified)	-0.5%	7%	4%	19	3%	i	-2%	-1%	-6%
COc1ccccc1-n1cc(C(=O)NCC(=O)N2CCN(c3ccccc3)CC2)c2ccccc2c1=O	-0.1%	7%	34%[activator]	-8	-14%	i	2%	2%	4%

Random excerpt: five records from the list, in no set order.
SMILES	Nrf2 activator	MCF10A rereplic	ATXN2 expr inh	IL-1B inflam inh	Nrf2 block	S2 tox	TGFb inhibitor	HepG2 tox	A549 tox
C=CCOc1ccc(CNc2nn[nH]n2)cc1	0.3%	0%	2%	-13	6%	i	0%	8%	-2%
COc1cccc(NC(=O)CN(C)CC(=O)NCc2ccco2)c1	0.0%	-3%	10%	1	7%	i	1%	-19%	5%
COc1cccc(N(CC(=O)N2CCN(Cc3ccccc3)CC2)S(C)(=O)=O)c1	0.0%	nt	nt	7	nt	?	5%	-3%	nt
Cn1c(=O)oc2cc(S(=O)(=O)NCCN3CCc4ccccc4C3)ccc21	0.4%	1%	-6%	-14	-21%	i	6%	1%	5%
CCCS(=O)(=O)c1nc(S(=O)(=O)c2ccc(C)cc2)c(N2CCC(O)CC2)s1	?	0%	1%	-15	-6%	i	19%	-35%	-11%

Carrying on:
SMILES	Nrf2 activator	MCF10A rereplic	ATXN2 expr inh	IL-1B inflam inh	Nrf2 block	S2 tox	TGFb inhibitor	HepG2 tox	A549 tox
CCn1c(C)nnc1SCC(=O)Nc1nccs1	0.0%	1%	4%	7	2%	i	-5%	-2%	-6%
O=C(Cn1cnc2c(oc3ccccc32)c1=O)NCCc1ccccc1	-0.1%	-6%	26%	23	14%	i	2%	4%	23%
CC(C)(C)N(Cc1ccccc1)C(=O)CSc1nc2ccccc2c(=O)[nH]1	3.7%	-8%	2%	-11	-26%	i	-7%	-18%	-17%
CCOc1ccc(C(C(=O)NCC2CCCO2)N(C(=O)c2snc(C(N)=O)c2N)c2cccc(F)c2)cc1 (stereo unspecified)	-0.1%	?	-10%	-26	-9%	i	40%[activator]	2%	1%
COc1ccc(C(=O)COC(=O)c2cc(S(=O)(=O)NCc3ccccc3)ccc2O)cc1	-0.7%	-1%	-21%	22	6%	i	0%	4%	1%
CS(=O)(=O)Nc1ccc(C(=O)NC2CCCCC2)cc1	-0.2%	1%	-2%	1	3%	i	2%	-3%	-8%
O=c1oc(=O)c2ccccc2c2ccccc12	-0.4%	-1%	-3%	9	4%	?	2%	11%	2%
Cc1ccc(S(=O)(=O)NCCNC(=O)c2ccc(C)nc2)cc1	-0.6%	0%	10%	53	3%	i	1%	2%	0%
CCC(C(=O)NCC1CCCO1)N(C(=O)CNS(=O)(=O)c1ccccc1)c1ccc(F)cc1 (stereo unspecified)	-0.2%	3%	-22%	-7	-1%	i	2%	2%	-10%
CC1=C(OC(=O)C(C)(C)C)C(C)(C)C(c2ccccc2)OC1=O (stereo unspecified)	0.5%	-1%	-16%	20	-15%	i	2%	-42%	-5%
Cc1cc(C)n2c(Nc3ccc4c(c3)OCCO4)c(-c3ccc(C)o3)nc2n1	4.7%	-4%	38%[activator]	-20	-16%	?	-28%	-1%	-5%
Cc1cccc(OCc2nnc(SCC(=O)N3CCCCC3)o2)c1	0.3%	22%	34%	14	-5%	i	-1%	7%	0%
O=C(NCCSCc1ccc(Cl)cc1)c1cccs1	-0.4%	13%	-7%	-54*	9%	i	34%	-9%	2%
Cc1cc(C)cc(NC(=O)CCN2C(=O)c3ccccc3Sc3ncccc32)c1	3.5%	nt	nt	nt	0%	nt	-11%	-14%	-2%
CCCCNC(=O)CSc1nnc(Cc2ccccc2)n1CC1CCCO1 (stereo unspecified)	0.0%	-5%	-12%	5	-6%	i	24%	9%	0%
O=C1C=C(Nc2ccc(Cl)cc2)CC(c2ccccc2)C1 (stereo unspecified)	-1.0%	16µM*	-24%	8	-3%	i	-21%	0%	-12%
CCCCNc1c(CCc2ccccc2)nc2nc(C)cc(C)n12	9.7%	nt	-10%	-3	nt	?	nt	nt	nt
CCN1C(=O)N(S(=O)(=O)C(F)(F)F)[C@@H](c2ccccc2)C(C(=O)OC)=C1C	0.0%	1%	-2%	31	-18%	i	3%	1%	0%
O=c1c2c(ncn1CCO)nc1n2CCC1	-1.2%	-1%	-3%	-21	-15%	i	9%	2%	1%
CC(C)c1c(O)nc(SCCN2CCOCC2)[nH]c1=O	0.1%	10%	3%	7	-10%	i	1%	5%	1%
O=C(COC(=O)c1cc(NS(=O)(=O)c2cccs2)ccc1O)Nc1ccccc1	1.7%	14%	6%	-4	0%	i	2%	2%	1%
CN(C)CCNC(=O)c1cccc(NS(=O)(=O)c2ccc(Cl)c(Cl)c2)c1	1.0%	3%	-19%	?	?	i	0%	3%	-8%
CCOC(=O)C1CCN(C(c2ccc(C)cc2)c2c(O)cc(C)n(CCOC)c2=O)CC1 (stereo unspecified)	0.2%	nt	nt	nt	nt	nt	31%[activator]	9%	-3%
CCN(CC1COc2ccccc2O1)S(=O)(=O)c1ccc(C)cc1 (stereo unspecified)	-1.0%[9.22 µM]	22%	-19%	-1	?	i	?	0%	14%
COc1ccccc1Nc1cc2cc(Br)ccc2c(=O)[nH]1	13%	21µM*	-17%	79	-24%	i	?	-34%	-13%
CCn1nc(CCC(=O)O)c2ccccc2c1=O	-0.9%	-1%	4%	15	3%	i	-6%	2%	3%
Cc1ccccc1NC(=O)c1ccc(F)c(S(=O)(=O)N2CCCCC2)c1	-1.1%	-1%	-23%[11.3 µM]	-2	-13%	i	-17%	-1%	2%
CC(C)NC(=O)C1CCN(C2CCN(C(=O)c3ccc4cccc(F)c4n3)CC2)CC1	0.6%	-4%	21%	40	5%	i	-17%	0%	1%
CC1(C)CC(=O)C2=C(C1)N(Cc1ccco1)C(=O)NC2(C(F)(F)F)C(F)(F)F	-0.9%	21%	-3%	0	8%	i	7%	0%	0%
COc1cccc(-n2c(SCC(N)=O)nc3c([nH]c4ccccc43)c2=O)c1	5.2%	21%	-17%	18	-16%	?	-3%	-19%	-19%
CCC(=O)N1CCc2cc(CNC(=O)c3ccc(OC)cc3)ccc21	0.5%	nt	nt	nt	nt	nt	2%	6%	9%
CC(C)C[C@@H](CN)NC(=O)c1nc[nH]c1C(=O)N[C@@H](Cc1ccccc1)C(=O)CNC[C@H](C)NC(=O)c1nc[nH]c1C(=O)N[C@@H](CC(=O)O)C(=O)O	3.0%	?	0%	10	11%	i	-1%	10%	-1%
NC(=O)CSc1ncc2c(n1)-c1ccccc1N(Cc1ccc(Cl)cc1)S2(=O)=O	-0.9%	nt	-1%	nt	-9%	i	6%	8%	10%
COC(=O)c1nc2n(n1)C(c1cc(OC)ccc1OC)C(C(=O)OC1CCCCC1)=C(C)N2 (stereo unspecified)	-0.3%	3%	nt	3	-7%	nt	-3%	-23%	0%
CCOC(=O)N1CCN(C(=O)c2ccc(NS(=O)(=O)c3ccc4[nH]c(=O)[nH]c4c3)cc2)CC1	-0.4%	-2%	8%	2	15%	i	-15%	2%	-7%
O=C(NCC(c1cccnc1)N1CCN(c2ccc(F)cc2)CC1)c1ccc2c(c1)OCO2 (stereo unspecified)	2.2%	2%	-3%	-15	?	?	8%	-8%	-9%
COc1ccccc1CCNC(=O)CN1C(=O)c2ccccc2S1(=O)=O	0.2%	-14%	-19%	4	-19%	i	10%	7%	-5%
CCS(=O)(=O)c1ccc2oc(Nc3ccc(OC)cc3)nc2c1	3.1%	-21%	2%	-1	10%	i	0%	19%	1%
Cc1cc2ccccn2c1C(=O)c1nc(NCc2ccco2)ncc1Cl	5.4%	12%	-17%	1	-2%	i	?	-9%	-3%
CC(OC(=O)c1cccc(S(=O)(=O)N2CCOCC2)c1)C(=O)NC1CCCCC1C (stereo unspecified)	-0.3%	0%	5%	-4	4%	i	-5%	-18%	-1%
CCOc1c(Cl)cc(C(=O)Nc2ccccc2-c2ccccc2)cc1Cl	-0.3%	-7%	-10%	21	6%	i	-22%	8%	12%
COC(=O)c1ccc(-c2ncc(-c3cccc4ccccc34)o2)cc1	-0.1%	?	31%	11	?	i	-2%	-1%	7%
